EBI2 block – antagonists of human EBI2 receptor; P32249; EBI2 beta-arrestin recruitment, luminescence, 7a,25-OHC stimulated; inhibition, % at 5 µM; 360,000 tested, 0.81% active; AID 651636; in the data active = inhibition above about 38%;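 also: enzyme fragment complementation signal reports receptor beta-arrestin coupling in cells; 0% = agonist plus DMSO wells and 100% = wells without agonist; some results beyond the cut were filed as inactive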
Target sequence (P32249 whole entry, looked up, the tested form may be a part): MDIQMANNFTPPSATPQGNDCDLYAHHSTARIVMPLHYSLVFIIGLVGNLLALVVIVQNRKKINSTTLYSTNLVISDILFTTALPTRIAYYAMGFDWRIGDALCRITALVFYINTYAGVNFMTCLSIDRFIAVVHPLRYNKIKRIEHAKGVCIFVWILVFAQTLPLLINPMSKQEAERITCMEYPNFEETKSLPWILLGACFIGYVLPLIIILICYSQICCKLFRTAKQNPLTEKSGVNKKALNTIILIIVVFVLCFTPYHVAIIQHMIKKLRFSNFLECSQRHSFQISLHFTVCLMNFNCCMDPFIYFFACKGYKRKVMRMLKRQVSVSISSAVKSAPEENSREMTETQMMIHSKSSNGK
CXCR6 inh – blocks human CXCR6 beta-arrestin recruitment; O00574; CHO-K1 PathHunter CXCR6 beta-arrestin, luminescence; inhibition, % at 20 µM; 360,000 tested, 0.36% active; in the data active = inhibition above about 34%, passing the limit was not always enough;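 also: antagonist mode with CXCL16 agonist at 10 nM final; 0% = 10 nM CXCL16 with DMSO and 100% = unstimulated wells without agonist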
Target sequence (O00574 whole entry, looked up): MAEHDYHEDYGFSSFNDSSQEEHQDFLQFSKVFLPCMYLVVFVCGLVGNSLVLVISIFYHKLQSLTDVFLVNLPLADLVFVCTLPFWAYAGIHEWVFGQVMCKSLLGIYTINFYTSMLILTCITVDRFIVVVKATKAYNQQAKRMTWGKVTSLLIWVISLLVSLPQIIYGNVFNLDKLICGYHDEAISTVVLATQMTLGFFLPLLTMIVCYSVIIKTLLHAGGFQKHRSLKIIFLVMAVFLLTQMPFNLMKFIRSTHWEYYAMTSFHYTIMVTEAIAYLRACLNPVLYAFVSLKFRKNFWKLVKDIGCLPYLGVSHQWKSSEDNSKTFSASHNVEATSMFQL
Numbers without * were called inactive. A portion of the library, so the mix of outcomes need not match the whole.

Below each compound – EBI2 block	CXCR6 inh
- O=C(OCc1cc(=O)n2ccsc2n1)C1(c2ccccc2)CC1
  11	1
- ON=C1CCC2CCCCC2C1 (stereo not given)
  -4	-5
- N#C/C(=C\c1cccn1S(=O)(=O)c1ccccc1)S(=O)(=O)c1ccc(F)cc1
  0	8
- CN1OC[C@@H]2CN[C@H](c3cccc(Oc4ccccc4)c3)C[C@@H]21
  -1	1
- COc1ccc(S(=O)(=O)N2CCOCC2)cc1NC(=O)Cc1ccc(F)cc1
  6	2
- COc1ccc(-c2nc3ccc(C)cn3c2Cc2ccsc2)cc1OC
  8	0
- CCCCNC(=O)C1(C)CCN1C(=O)c1cc(-c2cccs2)oc1C (stereo not given)
  21	21
- COc1ccc(OC)c(C(O)c2ncc(-c3ccc(C(F)(F)F)cc3)[nH]2)c1 (stereo not given)
  -3	-10
- CC1(C(=O)NS(=O)(=O)Cc2ccccc2)CCN1C(=O)c1ccc(C2CCCCC2)cc1 (stereo not given)
  -2	8
- CCCCNC(=O)c1cc2nc(-c3ccc(OC)cc3)cc(C(F)(F)F)n2n1
  7	3
- CCc1nc2ccc(C(=O)NCCOc3ccc(OC)cc3)cn2c1N(C)C(=O)Cc1ccccc1
  25	4
- CN(C)c1ncnc2c1ncn2[C@H]1CN(Cc2ccncc2)C[C@@H](CO)O1
  0	-1
- CC1(c2nnnn2-c2ccc3c(c2)OCCO3)CCC(=O)N1CCc1c[nH]c2ccccc12 (stereo not given)
  -10	1
- COc1cc(-c2cnc3c(NC=O)cc(-c4ccc(S(C)(=O)=O)cc4)cn23)cc(OC)c1OC
  3	8
- O=C(COC(=O)c1cccc(S(=O)(=O)N2CCCC2)c1)Nc1ccc(Cl)cc1
  2	6

Pulled by compound from the entries so far:
Below each compound – EBI2 block	CXCR6 inh
- CC1(c2nnnn2-c2ccc3c(c2)OCCO3)CCC(=O)N1CCc1c[nH]c2ccccc12 (stereo not given)
  -10	1
- CCCCNC(=O)c1cc2nc(-c3ccc(OC)cc3)cc(C(F)(F)F)n2n1
  7	3
- COc1ccc(-c2nc3ccc(C)cn3c2Cc2ccsc2)cc1OC
  8	0
- CN1OC[C@@H]2CN[C@H](c3cccc(Oc4ccccc4)c3)C[C@@H]21
  -1	1
- N#C/C(=C\c1cccn1S(=O)(=O)c1ccccc1)S(=O)(=O)c1ccc(F)cc1
  0	8

Other results:
Below each compound – EBI2 block	CXCR6 inh
- CC(C)CCOc1ccc(C(=O)Nc2cc(S(=O)(=O)N3CCOCC3)ccc2N2CCOCC2)cc1
  6	9
- COc1ccccc1CCNC(=O)CSCC(=O)Nc1ccccc1F
  -3	-3
- CCc1nc2c(OCc3cccc(Cl)c3)cccn2c1N(C)C(=O)c1ccncc1
  -4	11
- CCOc1ccccc1-c1ccc2nccn2c1
  -1	-17
- CCCS(=O)(=O)NC(=O)C1(C)CCN(C(=O)c2cc(C)n(C(C)(C)C)n2)C1 (stereo not given)
  -5	-6
- CCCCCCn1c(=O)n2n(c1=O)[C@@H]1CN(S(=O)(=O)c3ccc(C)cc3)C[C@]1(O)[C@@H](OC(=O)NCc1ccccc1)C2
  10	-3
- C[C@@H]1CN([C@H](C)CO)C(=O)CCCn2nncc2CO[C@H]1CN(C)C(=O)c1ccncc1
  -3	0
- C[C@@H](c1ccccc1)N1C[C@@H](COCc2ccccc2)Oc2cc(N3CC[C@H](N(C)C)C3)ccc2S1(=O)=O
  8	10
- CC(C)C[C@H]1COc2cccc(N(C)CCO)c2S(=O)(=O)N1
  -8	-5
- CCC/C=C/c1ccc(CN2C(CC(C)C)C(=O)N(Cc3cn(CCOCOC)nn3)CCS2(=O)=O)cc1 (stereo not given)
  3	2
- C/C(=N\NC(=O)c1nnn(-c2nonc2N)c1CSc1ccc(C)cc1)c1cccnc1
  -5	-2
- CCCCCCCCN1C(=O)[C@H](CC(=O)NCCC(C)C)C[C@@]2(C(=O)OCC)CCCC=C12
  3	17
- CCOC(=O)Cn1ccc2cc(S(=O)(=O)N3CCCC3)ccc21
  -4	3
- CNc1cc(-c2ccc(C(=O)OC)cc2)ncn1
  -2	-2
- CCOC1=C2[C@@H](CN(S(=O)(=O)c3ccc(C)cc3)[C@H]2c2ccccc2)[C@H]2C(=O)N(c3ccccc3)C(=O)[C@H]2C1
  12	-4
- COCCNC(=O)C1(C)CCCN(C(=O)c2cccc(Cl)c2)C1 (stereo not given)
  -5	1
- CCC(C)C(CO)NCCCn1ccc(NC(=O)OCc2ccccc2)nc1=O (stereo not given)
  -9	6
- COCOCCn1cc(CN2CCS(=O)(=O)N(Cc3ccc(-c4ccc(Cl)nc4)cc3)C(C)C2=O)nn1 (stereo not given)
  -9	7
- CCOC(=O)[C@]12CCCC=C1N(Cc1ccc(Cl)cc1Cl)C(=O)[C@H](CC(=O)NCCCN1CCCC1=O)C2
  -5	-7
- CCCc1cc(=O)oc2cc(OCC(=O)NCCN3CCOCC3)c(Cl)cc12
  -4	-5
- CCOc1ccc(NC(=O)COc2cccc3cccnc23)cc1S(=O)(=O)N1CCCC1
  1	-6
- CC1C(=O)N(Cc2cn(CCC3OCCO3)nn2)CCS(=O)(=O)N1Cc1ccc(-c2ccc(Cl)c(Cl)c2)cc1 (stereo not given)
  12	-9
- COc1ccccc1Cc1c(-c2ccc(F)cc2)nc2c(C)cc(Br)cn12
  7	5
- COc1ccc(CCNC(=O)CSc2nc3ccsc3c(=O)n2Cc2ccccn2)cc1OC
  -5	1
- CC(=O)NC(C)(c1ccccc1)c1nc(/C=C/c2ccccc2)cs1 (stereo not given)
  6	0
- CC(=O)NC(c1ccc(F)c(F)c1)c1nc(-c2ccccc2C)cs1 (stereo not given)
  12	4
- O=C1NC[C@@H](CCCCN2CCN(CCc3ccccc3)C(=O)C2=O)N(CCC2CCCCC2)C1=O
  4	-1
- Nc1nnc2cc(F)ccc2n1
  1	1
- CCCCCC(=O)N1C[C@H](n2cc(COC(=O)c3ccccc3)nn2)[C@@H](O)C[C@@H]1c1ccccc1
  3	-3
- Cc1ccc(C)c(NC(=O)COC(=O)c2cccc(S(=O)(=O)N3CCCC3)c2)c1
  -10	0

More compounds follow:
SMILES | EBI2 block | CXCR6 inh
N#CC1(NC(=O)COC(=O)Cc2c[nH]c3ccccc23)CCCCC1 | -5 | -2
CCn1cc(CN2CCC(C(=O)Nc3ccc(Oc4ccccc4F)cc3)CC2)cn1 | -17 | -11
CCOC(=O)Nc1ccc2c(c1)C(=NNC(=S)NC)c1ccccc1-2 | 20 | 16
COCCNC(=O)/C(C#N)=C1\N=C(NC(=O)c2ccco2)c2ccccc21 | -1 | -8
CCN(CC)C(=O)C1=C(C)N(Cc2ccc(OC)cc2)C(=O)C(CC(=O)NC2CC2)C1 (stereo not given) | -11 | -7
O=C(NCc1cccs1)c1ccc(-c2ccc(F)c(F)c2)c2ccoc12 | 11 | 2
CC(C)NC(=O)C1(C)Cc2c(-c3ccc(N(C)C)cc3)ccnc2O1 (stereo not given) | -1 | -1
CC(=O)Nc1cnc(-c2ccc(O)cc2C)cn1 | 1 | -1
C[C@H]1CCCCO[C@H](CN(C)Cc2ccc(C(=O)O)cc2)[C@@H](C)CN([C@@H](C)CO)C(=O)c2cc(NS(=O)(=O)c3cn(C)cn3)ccc2O1 | -2 | 3
CCCCCCCCN1C(=O)[C@H](CC(=O)NCCCC)C[C@@]2(C(=O)OC)CCCCC=C12 | 2 | 5
COc1ccc(-c2ccc3[nH]c4c(c3c2)CCN2C(=O)[C@@H]([C@H](C)O)[C@@H](N(C)C(=O)Nc3ccccc3)C[C@@H]42)cc1 | 1 | 32
OC(Cc1cccc(C=NN2CCOCC2)n1)(C(F)(F)F)C(F)(F)F | -13 | 4
CCOC(=O)N1CCN(C(=O)C[C@@H]2C[C@@]3(C(=O)OCC)CCC=C3N(Cc3ccco3)C2=O)CC1 | -8 | 1
CCc1csc(CNC(=O)C2CCC(=O)N(Cc3cccc(OC)c3)C2)n1 (stereo not given) | 4 | 5
CCOC(=O)C1(C)NC(c2ccc(OC)c(OC)c2)C2C(=O)N(c3cccc(C(C)=O)c3)C(=O)C21 (stereo not given) | 12 | 4
COc1ccc(CSc2ccc(S(=O)(=O)N3CCCC3)cn2)cc1F | 0 | 0
COc1ccc(Cc2c(-c3ccc(F)cc3)nc3c4ccccc4ccn23)c(C)c1 | 3 | 3
COc1ccccc1NC(=O)N(C)C[C@H]1Oc2ncc(C#CCN(C)C)cc2C(=O)N([C@H](C)CO)C[C@H]1C | -4 | -4
COC(=O)[C@]12CCCCC=C1N(Cc1ccccc1)C(=O)[C@H](CC(=O)N1CCN(C(=O)c3ccco3)CC1)C2 | 3 | 2
Nc1ncncc1-c1ccc(F)cc1 | -4 | -11
CCOC1(OCC)OC(c2ccccc2)=C(C#N)C(C=Cc2ccccc2)C1(OCC)OCC (stereo not given) | 22 | 10
O=C(Nc1cccc2ccccc12)c1ccc2sc([C@@H]3O[C@H](CO)[C@H](O)[C@H](O)[C@H]3O)nc2c1 | -2 | 5
CC(C)Oc1cc(F)ccc1-c1cc(C(=O)Nc2ccc(C(C)C)cc2)[nH]n1 | 54* | 3
Cc1c(C)c2ccc(OCC(=O)NCCc3c[nH]c4ccccc34)cc2oc1=O | 26 | 1
CC1(C(=O)NS(=O)(=O)c2cccc(Cl)c2)CCN1C(=O)C1(c2ccc(Cl)cc2)CC1 (stereo not given) | 1 | 0

Entries of single compounds, quoted from the list. Order of screens: EBI2 block	CXCR6 inh
CC(C)Oc1cc(F)ccc1-c1cc(C(=O)Nc2ccc(C(C)C)cc2)[nH]n1 as listed: 54*	3
CCCCCCCCN1C(=O)[C@H](CC(=O)NCCCC)C[C@@]2(C(=O)OC)CCCCC=C12 as listed: 2	5

Other compounds:
SMILES | EBI2 block | CXCR6 inh
CCN(CC(=O)Nc1c(F)cccc1F)C(=O)C1CCCO1 (stereo not given) | 2 | -4
Cc1noc(C)c1CSCC(=O)OCC(=O)Nc1ccc(OC(F)(F)F)cc1 | -17 | 1
COc1ccc(-c2cnc3c(NC=O)cc(-c4cc(OC)c(OC)c(OC)c4)cn23)cc1OC | -2 | 2
Cc1ccc(Nc2n[nH]c(=S)s2)cc1 | -16 | -5
CCc1ccc(OC2(C)CCN(Cc3ccccc3OC(F)F)C2)cc1 (stereo not given) | 1 | -4
Cc1ccc(C(=O)N[C@H](C(=O)N2CCN(c3ncccn3)CC2)C(C)C)cc1 | -8 | 8
COc1ccc(NC(=O)C2Cc3c(-c4cccc(F)c4)ccnc3O2)cn1 (stereo not given) | -5 | -4
CSc1ccc(CN2CCC(C)(Oc3ccccc3F)C2)cc1 (stereo not given) | -3 | -2
COC(=O)c1ccccc1S(=O)(=O)N1CCC(C(=O)NCc2ccccn2)CC1 | -5 | 4
COc1ccccc1Cc1c(-c2cccc(Cl)c2)nc2c(C)cc(Br)cn12 | 21 | 4
O=C(Nc1ccc(Br)cc1F)c1nc[nH]c1C(=O)N1CCc2ccccc2C1 | -8 | 15
CN1[C@@H](Cc2ccccc2)COc2cc(N3CCSCC3)ccc2S1(=O)=O | -1 | -5
C[C@H]1CN([C@@H](C)CO)S(=O)(=O)c2ccc(C#Cc3ccccn3)cc2O[C@@H]1CN(C)C(=O)C1CC1 | 3 | -4
Cc1noc(C)c1S(=O)(=O)N(C)C[C@H]1OCCCC[C@H](C)Oc2ccc(NC(=O)CCCN(C)C)cc2C(=O)N([C@H](C)CO)C[C@@H]1C | -6 | -4
O=C(NCCN1CCOCC1)c1ccccc1N1C(=O)[C@@H]2Cc3c([nH]c4ccccc34)C(c3cccc(Cl)c3)N2C1=O (stereo not given in full) | 5 | 4
C[C@@H]1CN([C@@H](C)CO)S(=O)(=O)c2ccc(Br)cc2O[C@H]1CN(C)C(=O)c1ccc2c(c1)OCO2 | 5 | -9
COc1ccc(CN2C(=O)C(CC(=O)NC3CC3)CC(C(=O)N(C)C)=C2C)cc1 (stereo not given) | -5 | -2
COc1cccc(NC(=O)Nc2nnc([C@H]3C[C@H](O)[C@@H](CO)O3)s2)c1 | -4 | -6
Cc1cnc(C(=O)N(CCCn2ccnc2)C2C(=O)Nc3ccccc3N=C2c2ccccc2)cn1 (stereo not given) | -7 | -5
COc1ccc(Cl)cc1CN1C(=O)C(Cc2ccccc2)ON=C1C (stereo not given) | 5 | 1
CCOC(=O)[C@]12CCC=C1N(CCC1=CCCCC1)C(=O)[C@H](CC(=O)NCc1ccccc1)C2 | 6 | 4
CCc1nc2ccc(C(=O)N3CCN(C(=O)c4ccco4)CC3)cn2c1N(C)C(=O)C1CCCCC1 | 3 | -2
CC(C)=CCC[C@H](C)C[C@@H]1Cc2[nH]c(=S)[nH]c(=O)c2[C@@H](c2ccc(F)cc2)O1 | 3 | 12
CC1(CN2CCCC2)CCC(NC(=O)C(c2ccccc2)c2ccccc2)C(C)(C)O1 (stereo not given) | 1 | 10
CC1(C(=O)NS(=O)(=O)c2cccs2)CCN1C(=O)CC1CCCCC1 (stereo not given) | -1 | 0
O=C(NCc1cccc(F)c1)c1[nH]c(C(F)(F)F)nc1-c1ccccc1 | 5 | -15
CC(=Cc1ccccc1)C=C1SC(=S)N(CCCC(=O)Nc2ccc(C(=O)O)c(O)c2)C1=O | 9 | 15
Cc1cc(C)c2c(=O)n3c(nc2c1)C(Cc1ccc(O)cc1)NC(=O)c1cc2ccccc2cc1-3 (stereo not given) | 31 | 5
CCCS(=O)(=O)NC(=O)C1(C)CCN1C(=O)Cc1ccc(-c2ccccc2)cc1 (stereo not given) | -12 | -7
CCOC(=O)C1=CCC(c2ccc(Cl)cc2)N(S(=O)(=O)c2ccc(C)cc2)C1 (stereo not given) | 4 | 5
Cc1ccc([C@@H]2CC(=O)[C@@H]3CN(S(=O)(=O)c4ccc(C)cc4)[C@H](c4ccccc4)C[C@@H]3N2S(=O)(=O)c2ccc(C)cc2)cc1 | 1 | 1
O=C(Nc1nc(OCC(F)(F)F)cnc1/C=C\c1ccccc1)c1ccccc1 | 0 | 1
COc1cc(-c2cc(NC=O)c3ncc(-c4ccc(C(C)=O)cc4)n3c2)cc(OC)c1OC | 21 | 10
Cc1nc(SCC(=O)N2CCNC2=O)c(C#N)c(C)c1C | -14 | -6

Screening results as filed in PubChem.
